Source: PubChem BioAssay (NCI)
Growth percent in the NCI-60 one-dose screen (48 h, 10 µM unless noted): 100 = growth as untreated, 0 = no growth, -100 = all killed.
NCI-H23: NCI-H23 lung cancer. 4% of 80,000 active
OVCAR-8: OVCAR-8 ovarian cancer; 4.4% of 81,000 active; AID 1794782
OVCAR-5: OVCAR-5 ovarian cancer; 2.9% of 82,000 active
OVCAR-3: OVCAR-3 ovarian cancer; 7% of 79,000 active
OVCAR-4: OVCAR-4 ovarian cancer cells | AID 1794784 | 3.7% of 80,000 active
NCI-H522: NCI-H522 lung cancer. 8% of 78,000 active
SK-OV-3: SK-OV-3 ovarian cancer cells; 3.2% of 80,000 active; AID 1794785
IGROV1: IGROV1 ovarian cancer; 4.7% of 79,000 active
NCI/ADR-RES: NCI/ADR-RES ovarian cells | 4.4% of 81,000 active | AID 1794790
* hit, by the source's call; . = not tested or not shown. Rule for the calls: active = growth percent below 10; inactive = the rest.

SMILES	NCI-H23	OVCAR-8	OVCAR-5	OVCAR-3	OVCAR-4	NCI-H522	SK-OV-3	IGROV1	NCI/ADR-RES
NC(=S)N/N=C1\c2ccccc2-c2c(F)c(F)c(F)c(F)c21	72	40	108	62	57	57	99	21	10
CCCC1(CCC)NC(=O)NC1=O	105	101	117	108	122	103	107	110	101
COC(=O)c1nc(N)nc(C(=O)OC)c1C(=O)C(C)C	103	105	118	98	101	97	98	121	107
O=C(CN1C(=O)c2ccccc2C(=O)N(Cc2ccc(Cl)cc2)C2CCCCC21)NC12CC3CC(CC(C3)C1)C2 (centres undefined)	88	89	94	98	85	73	91	90	82
COc1ccc(CNc2ncnc3sc(-c4ccc(NC(C)=O)cc4)cc23)cc1	85	89	106	118	110	63	99	102	97
CCOC(=O)C1=C2C(=O)[C@@]3(C)CC(=O)C[C@H]3C[C@H](C)[C@H]2CC[C@@H]1C	.	95	105	107	99	98	98	97	93
O=C1C=C(NCCN2CCOCC2)C(=O)c2c(OCc3ccccc3)cccc21	96	86	95	105	92	95	105	100	85
CN(C)c1ccc(C(=NO)c2ccc(N(C)C)cc2)cc1	47	39	81	-15*	71	-26*	58	52	13
NC1=C(O)C(=O)C(c2c(Cl)cccc2Cl)O1 (centres undefined)	88	95	97	89	98	92	95	75	94
COc1ccc(/C=C/C(=O)N2C(=O)c3ccccc3S2(=O)=O)cc1OC	91	101	96	107	113	101	94	108	104
CC(=O)Nc1cccc(Cl)c1C	103	96	103	102	109	88	101	102	104
Brc1ccc2c(c1)c(-c1nc(-c3c[nH]c4ncccc34)cs1)cn2CCCN1CCCCC1	22	1.2*	32	-64*	48	-3.4*	63	6.1*	13
O=C1NCN(C2CCCCC2)CN1	104	109	105	130	98	.	103	127	107
C=CCc1ccc(OCC(=O)Nc2ccc3oc(=O)ccc3c2)c(OC)c1	103	102	98	.	103	98	118	103	106
O=c1[nH]c(=S)[nH]cc1Oc1ccccc1	99	112	109	116	129	102	118	102	109
Cn1c(=O)c2[nH]c(NCc3ccc(Cl)cc3)nc2n(C)c1=O	106	114	108	109	114	91	115	109	106
O=C1COCCN1c1ccc(NCc2cn(Cc3ccc([N+](=O)[O-])cc3)c3ccccc23)cc1	98	96	92	106	92	90	94	71	95
COc1cc(/C=C2\C(=O)NC(=O)N(c3ccc(Cl)cc3)C2=O)ccc1O	.	93	.	113	115	122	111	.	.
CC1=CC(c2ccco2)=C(C#N)C(Cl)N1 (centres undefined)	100	99	95	108	99	100	103	94	100
Cn1ccc2cc(NC(=O)Cn3cc(CN4CCOCC4)nn3)ccc21	105	106	103	118	111	104	.	111	107
CCOC(=O)C1=C(C)NC(=O)NC1c1cnc(C(C)O)s1 (centres undefined)	103	105	97	102	111	96	104	109	104
N#CCCSC(=S)N1CCCCC1	98	95	109	108	102	86	108	97	103
Cc1ccc(S(=O)(=O)NC(=O)CCC(=O)Nc2ccc(F)cc2)cc1	108	102	109	126	102	95	96	111	111
N#C/C=C1/SCC(=O)N1CC(=O)N1CCN(c2cc3c(cc2F)c(=O)c(C(=O)O)cn3C2CC2)CC1	101	102	106	.	100	95	101	97	101
C=C(Cl)CN(CC)CCO	107	96	103	104	92	82	108	102	107
CC1=Nc2ccccc2C(=O)OC2(C)c3c(C)nn(-c4ccccc4)c3N(C)C(=O)c3ccccc3N12 (centres undefined)	109	105	110	115	102	125	110	121	104
CCCCCCCCN(CCCCCCCC)CC(O)c1ccc2cc(Cl)c3ccccc3c2c1 (centres undefined)	96	102	107	106	120	94	107	80	105
O=C(Nc1ccc2c(c1)Cc1cc([N+](=O)[O-])ccc1-2)C(F)(F)F	91	89	96	101	109	86	95	112	94
COc1cc(C2=CC(c3ccc(C)cc3Br)N3C=CSC3=N2)cc(OC)c1OC (centres undefined)	106	101	99	116	103	100	119	106	114
CCCS(=O)(=O)Oc1ccc(NC(=O)C2CCCCC2)cc1	99	101	99	105	100	80	.	108	104
Cc1nc(N)sc1Cc1ccn(C)n1	102	110	110	105	91	102	103	100	103
NC1=Nn2c(CCC(=O)c3nc4ccccc4[nH]3)nnc2SC1	96	102	106	87	108	105	104	88	107
O=C(CN1C(=O)S/C(=C\c2ccc(Cl)cc2)C1=O)Nc1ncc(Cc2ccccc2)s1	103	97	95	112	99	101	101	98	108
Cc1ccc2nc(-c3ccc(N4C(=O)/C(=C/c5ccc(F)cc5)N=C4c4ccccc4)cc3)sc2c1	80	84	81	78	71	57	88	62	89
FC(F)(F)c1cc(N2CCCCC2)nc(NCCCNc2ccnc3cc(Cl)ccc23)n1	27	66	88	55	43	47	72	60	45
COc1cc(OC)cc(C2=C3CC[C@@H]4[C@H](CC[C@]5(C)C(=O)CC[C@@H]45)C3=CC3C(O)c4cccnc4N4C(=O)COC234)c1 (some centres undefined)	99	95	96	115	87	90	116	101	105
Cc1ccc(CSc2nc(-c3ccc(F)cc3)c(C#N)c(N3CCN(c4ccccc4)CC3)n2)cc1	97	96	92	105	89	86	92	99	101
O=S(=O)(O)c1ccc(N=Nc2ccc(Nc3ccccc3)cc2)cc1	96	109	99	111	106	97	104	66	100
O=C(CCCCCCSc1nc(-c2ccccc2)cc(-c2ccccc2)n1)NO	28	28	39	40	59	-0.3*	48	37	0.8*
COC(=O)C(=O)/C=C(\O)c1cc2cc(OC)ccc2o1	101	111	111	104	103	93	113	110	107
O=C(C(=O)N1CCCC1)c1ccc(OC2OC(COCc3ccccc3)C(OCc3ccccc3)C(OCc3ccccc3)C2OCc2ccccc2)cc1 (centres undefined)	93	105	91	132	100	83	108	109	84
COc1cc(/C=C2\CN(C)C/C(=C\c3cc(CN4CCCC4)c(O)c(OC)c3)C2=O)cc(CN2CCCC2)c1O	52	65	95	50	66	35	.	82	100
CC(C)CNCC(=O)Nc1cccc(C(=O)OC(C)C)c1	100	104	101	111	104	72	97	102	103
COc1ccc(/C=C/C(=O)/C=C/c2cc3ccccc3[nH]c2=O)cc1	70	-12*	125	32	75	49	89	130	93
O=c1[nH]cc(Cc2ccccc2)c(=O)[nH]1	100	100	111	103	121	93	102	108	111
Cc1ncc(CO)n1C	102	115	109	118	116	101	112	126	109
O=c1oc2ccccc2cc1-c1csc(N2N=C(c3ccccc3)CC2c2ccccc2)n1 (centres undefined)	83	94	107	102	78	82	110	101	101
O=C(O)Cc1ccc(I)cc1	105	111	100	106	106	101	104	108	110
O=S(=O)(NCCNc1nccc(-c2c(-c3cccc(F)c3)nc3occn23)n1)c1cccc2ccccc12	76	58	116	72	48	46	69	35	49
CC(C)OC(=O)CCCCCC1CCCCC1	111	111	119	115	100	112	115	138	109
O=C(O)CNC(=O)CSc1nnc(-c2ccc(NC(=O)c3cccnc3)cc2)o1	110	98	113	118	122	94	105	108	110
COC(C)c1cc(C(C)(C)C)c(O)c(C(C)(C)C)c1 (centres undefined)	104	95	103	107	112	76	92	107	112
O=C1NC(=O)C(c2c[nH]c3ncccc23)=C1c1cccc2ccccc12	.	79	95	.	95	77	98	60	88
N#C/C(=C\c1ccc([N+](=O)[O-])s1)c1nc2cc(Cl)ccc2s1	2.7*	3.3*	64	21	13	-36*	65	-16*	-5.7*
N#Cc1cc(-c2ccc3ncnc(N4CCc5cc(F)c(Cl)cc54)c3c2)cnc1N	50	44	55	17	29	46	64	-16*	47
COc1ccc2cc(-c3nc4ccc(C)cn4c3NCc3ccco3)c(=O)[nH]c2c1	70	78	71	89	69	87	78	63	69
CC1=C(O)C(=O)CC1	96	101	112	115	105	115	107	107	106
NC1=NC(c2ccccc2)C2=C(N1)/C(=C/c1ccccc1)CCC2 (centres undefined)	78	80	106	82	81	48	74	100	96
Cn1ccc(CNc2nc3ccc(OC/C(=C\F)CN)cc3o2)cc1=O	105	101	96	110	102	94	107	97	112
CCOC(/C=C/c1ccccc1)OCC	91	93	79	109	112	96	99	114	97

Among those listed so far, 6 have a cyano group:
SMILES	NCI-H23	OVCAR-8	OVCAR-5	OVCAR-3	OVCAR-4	NCI-H522	SK-OV-3	IGROV1	NCI/ADR-RES
CC1=CC(c2ccco2)=C(C#N)C(Cl)N1 (centres undefined)	100	99	95	108	99	100	103	94	100
N#CCCSC(=S)N1CCCCC1	98	95	109	108	102	86	108	97	103
N#C/C=C1/SCC(=O)N1CC(=O)N1CCN(c2cc3c(cc2F)c(=O)c(C(=O)O)cn3C2CC2)CC1	101	102	106	.	100	95	101	97	101
Cc1ccc(CSc2nc(-c3ccc(F)cc3)c(C#N)c(N3CCN(c4ccccc4)CC3)n2)cc1	97	96	92	105	89	86	92	99	101
N#C/C(=C\c1ccc([N+](=O)[O-])s1)c1nc2cc(Cl)ccc2s1	2.7*	3.3*	64	21	13	-36*	65	-16*	-5.7*
N#Cc1cc(-c2ccc3ncnc(N4CCc5cc(F)c(Cl)cc54)c3c2)cnc1N	50	44	55	17	29	46	64	-16*	47

The list goes on:
SMILES	NCI-H23	OVCAR-8	OVCAR-5	OVCAR-3	OVCAR-4	NCI-H522	SK-OV-3	IGROV1	NCI/ADR-RES
Cc1ccc2c(c1)SC1=NC=C(C(=O)NNC(=O)c3ccncc3)[C@H](c3ccccn3)N12	91	95	85	90	91	74	97	109	92
CN(C)CC(O)c1ccc(/C=C/c2ccc(Cl)cc2)cc1 (centres undefined)	33	-34*	2.1*	-65*	25	-84*	53	-58*	5.7*
Cn1cc(C2=C(c3c[nH]c4ccccc34)C(=O)N(O)C2=O)c2cc(Br)ccc21	84	97	107	98	105	79	96	86	104
COC1=C[C@@]23CCC(=O)N2CCc2cc4c(cc2[C@H]3[C@H]1OC(=O)CCCC(C)C)OCO4	104	107	106	113	100	85	98	113	101
Cc1c(C)n(Cc2ccc(F)cc2)c2ccc(C(=O)NCc3ccco3)cc12	98	92	109	110	.	102	110	86	98
O=C(Nc1nnc(-c2ccccc2)s1)c1ccccc1	103	103	100	108	98	102	108	103	105
C(=C1c2ccccc2-c2ccccc21)c1ccccc1	95	116	102	109	97	86	108	112	103
CCCC1c2ccc(O)cc2Oc2nc(N)c(C#N)c(N)c21 (centres undefined)	104	97	102	121	104	104	122	110	107
N#Cc1nc(C(c2ccccc2)c2ccccc2)oc1NCc1ccc2c(c1)OCO2	85	78	105	85	59	65	90	94	70
CCCCCCCCCCCCCCCCCCOc1ccc(CC(=O)OCC[N+](C)(C)C)cc1	93	107	97	115	97	96	107	91	99
CC(=O)Nc1ccc2c(=O)cc[nH]c2n1	101	97	94	113	107	102	126	111	105
Clc1ccc(N2COc3ccc4ccccc4c3C2)cc1	76	81	69	90	88	57	88	78	81
Cc1c(C(=O)N[C@@H](Cc2ccccc2)C(=O)C(=O)NCc2ccc(F)cc2)[nH]c2ccccc2c1=O	101	102	104	102	91	91	100	97	102
O=C(Nc1ccccc1)Oc1cc(Cl)c(Cl)cc1Cl	99	100	109	104	101	74	91	92	99
N=S(=O)(NC(=O)c1ccc(Cl)cc1Cl)c1ccc(Cl)cc1 (centres undefined)	104	105	101	107	104	103	106	108	106

One compound at a time, as listed above.
Clc1ccc(N2COc3ccc4ccccc4c3C2)cc1 is entered as NCI-H23: 76; OVCAR-8: 81; OVCAR-5: 69; OVCAR-3: 90; OVCAR-4: 88; NCI-H522: 57; SK-OV-3: 88; IGROV1: 78; NCI/ADR-RES: 81
Cn1cc(C2=C(c3c[nH]c4ccccc34)C(=O)N(O)C2=O)c2cc(Br)ccc21 is entered as NCI-H23: 84; OVCAR-8: 97; OVCAR-5: 107; OVCAR-3: 98; OVCAR-4: 105; NCI-H522: 79; SK-OV-3: 96; IGROV1: 86; NCI/ADR-RES: 104
Cc1c(C)n(Cc2ccc(F)cc2)c2ccc(C(=O)NCc3ccco3)cc12 is entered as NCI-H23: 98; OVCAR-8: 92; OVCAR-5: 109; OVCAR-3: 110; OVCAR-4: .; NCI-H522: 102; SK-OV-3: 110; IGROV1: 86; NCI/ADR-RES: 98

Further entries
SMILES	NCI-H23	OVCAR-8	OVCAR-5	OVCAR-3	OVCAR-4	NCI-H522	SK-OV-3	IGROV1	NCI/ADR-RES
Cn1c2ncnc-2c(O)n(C)c1=O	.	102	107	113	117	100	114	101	111
Cn1c(=O)c2[nH]c(C(F)(F)C(F)(F)F)nc2n(C)c1=O	97	109	78	107	108	100	116	96	100
O=C(Nc1c(Cl)c(C2CC2)nn1-c1ccccc1)C(Cl)(Cl)Cl	116	109	107	128	104	.	107	122	104
Cc1cc(NS(=O)(=O)c2ccc(N=Nc3ccc(N)nc3N)cc2)nc(C)n1	90	101	103	112	98	92	99	87	95
CCC(C#N)C(N)=O (centres undefined)	98	104	97	108	99	102	114	144	111
O=C(c1ccccc1)C(C(c1ccccc1)N1CCOCC1)N1CCCCC1 (centres undefined)	116	108	105	107	.	94	103	111	108
COc1ccc(NC(=O)Cn2c(/C=C/c3ccc([N+](=O)[O-])cc3)nc3ccccc3c2=O)cc1	35	46	76	60	16	73	34	60	39
CCOc1ccc(NC(=S)/N=C/c2c(O)cc(C)oc2=O)cc1	108	101	102	111	116	80	105	111	99
COc1ccc(C=CC(=O)c2ccc(-n3c(C)nc4c(cnn4-c4ccccc4)c3=O)cc2)cc1	72	83	111	61	66	57	123	93	62
Cn1c(N2CCOCC2)nc(-c2ccco2)c(C#N)c1=O	112	53	108	115	109	95	106	71	110
CC(=O)Oc1cc2ccccc2cc1C(C)C	107	104	99	115	108	.	104	123	116
O=C(NCc1ccccc1)c1ccc2c(c1)NC(=O)[C@@H]1CCCN21	91	106	100	101	112	91	111	104	98
